EP2 antag = EP2 receptor (human) inhibition; C6 glioma cells expressing human EP2, cAMP TR-FRET; cells stimulated with saturating PGE2; AID 1422; 0.52% of 260,000 active; inhibition, % at 25 µM; P43116;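 active means percent inhibition above 40 after rounding to a whole number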;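 further: rat C6 glioma host cells with rolipram phosphodiesterase inhibitor present; the protocol text gives 20 µM as final concentration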
Target sequence (P43116 whole entry, looked up): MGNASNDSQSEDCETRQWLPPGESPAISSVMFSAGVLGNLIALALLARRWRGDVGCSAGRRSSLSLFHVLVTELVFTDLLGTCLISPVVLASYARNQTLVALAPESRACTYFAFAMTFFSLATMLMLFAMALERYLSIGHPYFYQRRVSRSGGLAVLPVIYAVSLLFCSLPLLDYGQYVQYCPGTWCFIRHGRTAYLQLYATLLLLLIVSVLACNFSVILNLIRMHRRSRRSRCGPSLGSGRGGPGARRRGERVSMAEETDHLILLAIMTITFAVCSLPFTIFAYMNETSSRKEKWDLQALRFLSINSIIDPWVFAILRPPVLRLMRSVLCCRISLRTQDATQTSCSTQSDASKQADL
EP2 mod = modulates human prostaglandin E2 receptor EP2 signaling | EP2-expressing cells, cAMP HTRF FRET, PGE2 co-stimulation | induction, % at 25 µM | 0.83% of 260,000 active;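 active means compounds whose cAMP rise, as percent of the full-agonist control response, exceeds 60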;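 further: rat C6 glioma line stably carrying human EP2 under a CMV promoter; the protocol text gives 20 µM as final concentration; 100% = response of wells given 1 µM PGE2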
Numbers without * were called inactive; & = joins results of further samples. Some of the compounds tested; rates above refer to the full screens.

Fields: EP2 antag	EP2 mod
- CCc1ccc(C2C(C(C)=O)=C(O)C(=O)N2CC#N)cc1 (centres undefined)
    10	3
- COc1ccccc1N1CC(C(=O)OCC(=O)c2ccccc2)CC1=O (centres undefined)
    4	-74
- O=C(CSc1nc(-c2ccco2)cc(C(F)(F)F)n1)Nc1cccc(Cl)c1
    17	-119
- COc1ccc(CCNC[C@@H](O)c2ccc(O)cc2)cc1OC
    19	3
- CCNC(=S)N(CCc1cccc(C)c1)Cc1cc2cc3c(cc2[nH]c1=O)OCO3
    7	-36
- CCN1CCN(C(=O)CN(c2ccc(Cl)cc2)S(C)(=O)=O)CC1
    12	-7
- Cc1ccc(C)c(-n2c(COc3cccc4ccccc34)nnc2SCC(N)=O)c1
    9	25
- COc1cccc(CN(C(=O)c2cc3ccccc3oc2=O)C2CCCC2)c1
    7	-23
- CN1CCc2nc(SCc3cccc(C(F)(F)F)c3)c(C#N)cc2C1
    16	5
- O=S(=O)(Nc1cc(Cl)ccc1Cl)c1cccs1
    10	-18
- CC(C)NC(=O)Cn1nc(-c2cccs2)n(-c2cccnc2)c1=O
    9	-10
- Cn1c(=O)oc2cc(S(=O)(=O)NCC3(c4ccccc4)CCOCC3)ccc21
    0	-16
- Cc1cc(Cl)ccc1N(CC(=O)N1CCc2ccccc2C1)S(C)(=O)=O
    14	-73
- COc1ccc2[nH]cc(CCNC(=S)NCc3ccccc3)c2c1
    18	-91
- O=C(NCc1ccccc1)C(=O)c1c[nH]c2ccccc12
    12	-101
- O=C(NCCc1nc(-c2ccncc2)n[nH]1)C1(c2ccc(Cl)cc2)CCCC1
    9	-38
- COc1cccc(C(O)CN2CCC(O)(c3ccc(F)cc3)CC2)c1 (centres undefined)
    7	-33
- CCOc1cc2c(cc1CN(Cc1ccc3c(c1)OCO3)CC(C)O)OCO2 (centres undefined)
    5	0
- COc1ccccc1NC(=O)N(CCc1ccccc1C)Cc1cc2ccc(C)c(C)c2[nH]c1=O
    4	4
- CN1CCCC(n2nc(Cc3ccc(Cl)cc3)c3ccccc3c2=O)CC1 (centres undefined)
    13&13	-15

Later entries
Fields: EP2 antag	EP2 mod
- COc1ccc(-c2cc(C(F)(F)F)nc(SCC(=O)NCc3ccncc3)n2)cc1OC
    11	-13
- O=C1NC(CC(=O)N2CCC3(CC2)Nc2ccccc2-n2cccc23)c2ccccc21 (centres undefined)
    9	-39
- Cc1ccc2c(Cl)c(C(=O)Nc3ccccc3)sc2c1
    10	-61
- CCCc1nc(SCC(=O)OCC)c2c(C)c(C)sc2n1
    15	74*
- Cc1ccc2cc(CN(CCN(C)C)C(=S)NCCCN3CCOCC3)c(=O)[nH]c2c1
    11	-44
- COc1ccc([C@@H]2CN(C(=O)c3ccc(OC)c(OC)c3)C[C@H]2C(=O)O)cc1
    4	-23
- COc1ccccc1N(CC(O)CN1CCOCC1)S(=O)(=O)c1ccccc1 (centres undefined)
    9	6
- CCC(OC(=O)c1cccs1)C(=O)NCc1ccc(OC)cc1 (centres undefined)
    9	14
- CCOc1ccc2[nH]c(=O)c(CN(CCCO)C(=S)NCCOC)cc2c1
    15	-36
- Cc1cc(C)n(-c2cc(Nc3ccccc3C)nc(C)n2)n1
    7	19
- CCc1ccccc1NC(=O)COC(=O)c1ccccn1
    11	1
- O=C(CC(=O)c1ccccc1)Nc1ccccn1
    21	-14
- CCn1c(COc2ccccc2)nnc1SC(C)C(=O)O (centres undefined)
    8	-8
- CN1C(=O)c2cccc3c(S(=O)(=O)NCCc4ccc(F)cc4)ccc1c23
    13	-83
- COc1ccc(/C(O)=C2/C(=O)C(=O)N(C)C2c2ccc(Cl)cc2Cl)cc1OC (centres undefined)
    13	24
- Cc1cccc(C)c1NC(=O)CSc1nc2ccc(Cl)cc2[nH]1
    7	-55
- CC1=C2C(N)=C(C(=O)Nc3ccccc3)SC2NC(C(F)(F)F)=C1 (centres undefined)
    11	14
- CCOc1ccc2[nH]c(C(=O)NC(C)c3nc(-c4cccnc4)no3)c(C)c2c1 (centres undefined)
    6	-83
- CCN(CC)CCN(Cc1cc2ccc(C)c(C)c2[nH]c1=O)C(=S)NCCCN(C)C
    15	-5
- O=C(CSc1nnc(COc2ccc(Br)cc2)o1)Nc1cccc(Cl)c1
    11	-116

Going on with the list.
Fields: EP2 antag	EP2 mod
- CC(C)CN=C(N)N=C(N)N
    13	-5
- Cc1ccc(C(C)C)c(OCC(=O)NC(=S)NCc2cccnc2)c1
    11	-14
- COc1cc2cc(C)c(SCC(=O)NNC(=O)c3ccc(C)cc3)nc2cc1OC
    12	-4
- O=C(CCC(=O)Nc1ccc(OCc2ccccc2)cc1)NCc1ccco1
    3	-4
- CC1(C)Cc2c(c(N3CCOCC3)nc3sc(-c4cc(C(=O)O)co4)c(N)c23)CO1
    13	13
- O=C(Cc1ccsc1)N1CCC[C@@H](Cn2nc(-c3cccs3)ccc2=O)C1
    6	-47
- COCCn1c(SCC(=O)Nc2c(C)cccc2C)nnc1-c1ccoc1C
    6	-10
- CC(=O)C1=C(O)C(=O)N(CCCNCCO)C1c1ccc(Cl)cc1 (centres undefined)
    14	20
- O=C1CCCN1c1ccc(CNC2(c3ccccc3F)CCCC2)cc1
    8	-21
- Cc1cccc(Nc2nc(-c3sc(NC(=O)c4ccccc4)nc3C)cs2)n1
    24	-33
- Cc1cccc2cc(C(c3nnnn3C(C)(C)C)N(Cc3ccccc3)Cc3cccs3)c(=O)[nH]c12 (centres undefined)
    27	11
- COc1ccc(C2C(C#N)=C(N)Oc3n[nH]c(C)c32)c2ccccc12 (centres undefined)
    12	8
- Cc1cc2cc(C(=O)NC(C)c3nc(-c4cccnc4)n[nH]3)ccc2o1 (centres undefined)
    9	-51
- Cc1ccsc1CN(CCCN1CCOCC1)Cc1cccc2cccnc12
    8	-14
- O=C(c1ccccc1F)N1CCCc2cc(C(O)CN3CCCCC3)ccc21 (centres undefined)
    10	-29
- CCN(CC)CCN(Cc1cc2c(C)cc(C)cc2[nH]c1=O)C(=O)Nc1ccc(Cl)cc1
    14	-64
- NC(=O)c1ccc(N2CCCC2)c(NC(=O)c2ncoc2-c2cccs2)c1
    13	-52
- COCCn1c(N2CCC(Cc3ccccc3)CC2)nc2c1c(=O)[nH]c(=O)n2C
    4	23
- Cc1cc(C)nc(SCc2nnc(SCC(=O)Nc3cc(Cl)ccc3Cl)n2C)n1
    7	-12
- Cn1c(=O)c2[nH]c(N3CCN(CCO)CC3)nc2n(C)c1=O
    5	-26

Already shown: seven of the compounds above.
Fields: EP2 antag	EP2 mod
- COCCn1c(SCC(=O)Nc2c(C)cccc2C)nnc1-c1ccoc1C
    6	-10
- CC(=O)C1=C(O)C(=O)N(CCCNCCO)C1c1ccc(Cl)cc1 (centres undefined)
    14	20
- O=C1CCCN1c1ccc(CNC2(c3ccccc3F)CCCC2)cc1
    8	-21
- Cc1cccc(Nc2nc(-c3sc(NC(=O)c4ccccc4)nc3C)cs2)n1
    24	-33
- Cc1cccc2cc(C(c3nnnn3C(C)(C)C)N(Cc3ccccc3)Cc3cccs3)c(=O)[nH]c12 (centres undefined)
    27	11
- COc1ccc(C2C(C#N)=C(N)Oc3n[nH]c(C)c32)c2ccccc12 (centres undefined)
    12	8
- Cc1cc2cc(C(=O)NC(C)c3nc(-c4cccnc4)n[nH]3)ccc2o1 (centres undefined)
    9	-51

Additional structures
Fields: EP2 antag	EP2 mod
- CCn1c2ccccc2c2cc(C3C(C#N)=C(N)Oc4n[nH]c(C(C)C)c43)ccc21 (centres undefined)
    5	-36
- CC(=O)Oc1ccc(-c2nc3sc4c(c3c(=O)[nH]2)CCCC4)cc1
    7	-21
- COc1ccccc1NC(=O)CSc1nnc2n(CC(=O)N3CCCC3)c3ccccc3n12
    4	9
- CCN(CC)CCCNCC(=O)Nc1nc(C)cs1
    5	-11
- N#Cc1cc2ccccc2nc1SCC(=O)N1CCc2ccccc2C1
    7	33
- Cc1nc2sc3c(c2c2nnc(SCC(=O)Nc4nc5c(s4)CCCC5)n12)CCCC3
    3	-6
- Cc1cc(F)ccc1NC(=O)CSc1nc(-c2ccco2)cc(C(F)(F)F)n1
    14	-89
- CCc1nn(Cc2ccc(C(=O)OC)o2)c(=O)c2cc3ccsc3n12
    10	53
- CCc1ccc2[nH]c(=O)c(CN(Cc3ccco3)S(=O)(=O)c3cccc(C(=O)OC)c3)cc2c1
    11	-52
- CCOc1ccccc1N(CC(=O)NC1CCCC1)C(=O)CNC(=O)c1cccs1
    9	9
- O=C(Nc1cc(Cl)cc(Cl)c1)C1CCN(C(=O)c2cccs2)CC1
    9	-118
- COc1ccc2cc(CN(C(=O)Nc3ccc(F)cc3)C3CCCC3)c(=O)[nH]c2c1
    8	-10
- CSc1nc2c(c(=O)n(C)c(=O)n2C)n1Cc1cccc(C)c1
    10	11
- C[C@H]1O[C@H](O[C@@H]2[C@@H](O[C@H]3CC[C@@]4(C)C(CC[C@]5(C)C4CC=C4[C@@H]6CC(C)(C)CC[C@]6(C(=O)O)CC[C@]45C)[C@]3(C)CO)OC[C@@H](O)[C@H]2O)[C@@H](O)[C@H](O)[C@@H]1O (some centres undefined)
    13	13
- C=CCn1c(SCC(=O)c2ccc(F)cc2)nc2ccccc2c1=O
    8	-56
- COC(=O)Cc1[nH]nc2c1C(c1ccc(C(C)(C)C)cc1)C(C#N)=C(N)O2 (centres undefined)
    15	18
- COC(=O)c1c(NC(=O)Cc2cccs2)sc(C(=O)Nc2ccccc2F)c1C
    11	-6
- COc1ccc(OC)c(C2CC(c3ccc(OC)c(OC)c3)=NN2C(C)=O)c1 (centres undefined)
    9	14
- Cn1c(SCC#N)nnc1-c1ccncc1
    9	-18
- CC(C)c1ccc(C(C(=O)NC2CCCCC2)N(C(=O)c2csnn2)C2CC2)cc1 (centres undefined)
    9	29

Among those listed so far, 2 contain a tert-butyl group:
Fields: EP2 antag	EP2 mod
- Cc1cccc2cc(C(c3nnnn3C(C)(C)C)N(Cc3ccccc3)Cc3cccs3)c(=O)[nH]c12 (centres undefined)
    27	11
- COC(=O)Cc1[nH]nc2c1C(c1ccc(C(C)(C)C)cc1)C(C#N)=C(N)O2 (centres undefined)
    15	18

Going on with the list:
Fields: EP2 antag	EP2 mod
- COc1ccc2nccc(SCC(=O)O)c2c1
    12	-18
- Cc1cccc2cc(C#N)c(SCC(=O)N3CCN(c4ccccc4F)CC3)nc12
    17	27
- CN(C)CN1CSC(=S)N(CN(C)C)C1
    11	10
- Cc1cccc(OCC(O)Cn2c(C(C)C)nc3ccccc32)c1 (centres undefined)
    13	-13
- COCCn1c(SCC(=O)Nc2cccc(OC)c2)nnc1-c1ccco1
    12	-29
- CCOc1cccc(/C(O)=C2/C(=O)C(=O)N(CCCN(C)C)C2c2cccnc2)c1 (centres undefined)
    7	9
- COc1cc2[nH]c(=O)c(C(=O)Nc3cccc(C)n3)c(O)c2cc1OC
    15	-17
- Cc1cc(Cl)ccc1OCCCC(=O)Nc1ncc([N+](=O)[O-])s1
    14	-44
- COc1ccc(N2CCN(C(=O)CNC3CCCC3)CC2)cc1
    10	-1
- CC(C)OC(=O)c1ccc(NC(=O)CN2c3cccc4cccc(c34)S2(=O)=O)cc1
    14	-31
- COc1ccc2c(c1)OC1(CCN(C(=O)C3CCCC3)CC1)CC2O (centres undefined)
    4	-56
- Cc1cccc(C2(O)CCN(CC(O)c3ccc(F)cc3)CC2)c1 (centres undefined)
    5	-51
- CC(N)c1nc(-c2cnccn2)n[nH]1 (centres undefined)
    4	13
- CCc1nc2ccccc2n1CCC(N)=O
    21	8
- CC1CCCCN1C(=O)CN1CCC(n2cnc3cccnc32)CC1 (centres undefined)
    8	-4
- O=S(=O)(c1cc(C(F)(F)F)ccc1Cl)N1CCOCC1
    7	2
- CCOC(=O)CSc1nnc(COc2ccc(Cl)cc2)o1
    24	-123
- COc1ccc(OC)c(NC(=O)C2CCCN(c3nccc(C)n3)C2)c1 (centres undefined)
    9	-7
- CCCC(c1nnnn1C1CCCCC1)N(Cc1cc2ccc(OC)cc2[nH]c1=O)C1CCCC1 (centres undefined)
    6	24
- COc1cccc(-n2c(SCC(=O)N3CCCCCC3)nnc2-c2ccccn2)c1
    10	8

Carrying on.
Fields: EP2 antag	EP2 mod
- Cn1c(=O)c2[nH]c(CN3CCc4ccccc4C3)nc2n(C)c1=O
    9	-13
- O=C(CN1C(=O)c2cccc3cccc1c23)NCc1ccccc1
    8	-26
- CCNC(=O)C1CCN(S(=O)(=O)c2ccc(OC)c(OC)c2)CC1
    4	-8
- O=c1[nH]c2cc3c(cc2cc1CN(Cc1nnnn1CC1CCCO1)C1CCCC1)OCCO3 (centres undefined)
    10	-9
- COc1ccc2nc(NC(=O)CSc3nnc4c(C)cc5ccc(OC)cc5n34)sc2c1
    22	-4
- CC1CCCN(S(=O)(=O)c2ccc(NC(=O)CNC3CCCCC3)cc2)C1 (centres undefined)
    10	-70
- Cc1nc2c(s1)-c1ccccc1C2=O
    8	-39
- Nc1ncnc2c1ncn2C1CCCO1 (centres undefined)
    24	-48
- COCCNS(=O)(=O)c1ccc2[nH]c(=O)[nH]c2c1
    10	-1
- CCOc1ccc(NC(=O)CSc2nnc(C)n2-c2ccccc2)cc1
    13	15
- CCC(C)(C)n1nnnc1CN(Cc1ccco1)Cc1cc2cc3c(cc2[nH]c1=O)OCCO3
    7	12
- COc1ccc(N(CC(=O)N2CCCCC2)S(C)(=O)=O)cc1
    13	24
- CN(C)CCN[C@@H]1CCN(Cc2cccc(F)c2)C[C@H]1O
    0	0
